Screens (PubChem)
HKDC1 inh = inhibitors of human hexokinase HKDC1 | Q2TB90 | inhibition, % at 20 µM | recombinant HKDC1, G6PDH/diaphorase resazurin coupled fluorescence | hit rate 0.16% among 340,000 | AID 493160;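 active = inhibition above about 35% when tested at 20 µM, limit read from the data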;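 also: plate controls were DMSO wells with enzyme for no effect and DMSO wells lacking enzyme for full effect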
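Assay system: recombinant HKDC1 hexokinase; detection: coupled resazurin fluorescence, excitation 525 nm, emission 613 nm; benchmarks: DMSO-plus-enzyme-mix negative control, buffer-substituted positive control; compound dosing: single 20 µM dose; schedule: 90 min at room temperature in dark; also added: glucose plus 1 mM ATP as hexokinase substrates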
PfGluPho inh = PfG6PD (Plasmodium falciparum) enzyme inhibition. PfGluPho enzyme, NADPH resazurin-diaphorase fluorescence. inhibition, % at 20 µM. hit rate 0.78% among 350,000. AID 504690;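 active = inhibition reaching at least a set limit at 20 µM in the primary screen, cut at about 59% in these data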;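 also: 0% = DMSO wells with substrate and 100% = DMSO wells lacking glucose-6-phosphate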
ATG4B inh = blocks human ATG4B protease cleavage of LC3 substrate; ATG4B cleavage of LC3-PLA2, NBD-HPC fluorescence, 1 h; inhibition, % at 8.33 µM; hit rate 0.51% among 340,000; AID 504462; in the data active = inhibition above about 40%
Starred values were filed as active, the others as inactive. The list is partial. The share of hits here may be higher or lower than overall.

Cc1ccc2nc(-c3ccc(NS(=O)(=O)c4ccc(F)c(F)c4)cc3)sc2c1
  HKDC1 inh = -2
  PfGluPho inh = -20
  ATG4B inh = 8

COc1cccc(C=Nc2cc(C(C)C)c(O)cc2C)c1O
  HKDC1 inh = 23
  PfGluPho inh = 114*
  ATG4B inh = 6

CN(C(=O)c1cccc(NC(=O)Cc2ccc(NC(=O)C3CCN(C(=O)CCc4ccccc4)CC3)cc2)c1)C1CCC1
  HKDC1 inh = 7
  PfGluPho inh = -7
  ATG4B inh = -1

O=C1NC(=O)C2(CCCCCCC2)N1
  HKDC1 inh = -5
  PfGluPho inh = -7
  ATG4B inh = 2

Cc1cc2ccccc2cc1C(=O)c1ccccc1
  HKDC1 inh = 0
  PfGluPho inh = -5
  ATG4B inh = 4

COc1ccc(C2C3=C(CC(C)(C)CC3=O)Oc3ncn4nc(-c5ccccc5)nc4c32)cc1 (stereo not given)
  HKDC1 inh = -3
  PfGluPho inh = -8
  ATG4B inh = -4

COc1ccccc1Nc1nc(-c2c(C)[nH]c3ccccc23)cs1
  HKDC1 inh = -4
  PfGluPho inh = 16
  ATG4B inh = 1

CN(C)C(CNC(=O)c1cc(S(=O)(=O)N2CCOCC2)ccc1Cl)c1cccs1 (stereo not given)
  HKDC1 inh = -5
  PfGluPho inh = 9
  ATG4B inh = -20

O=c1[nH]c(=S)[nH]c2nccnc12
  HKDC1 inh = -6
  PfGluPho inh = 2
  ATG4B inh = 1

Cc1cn(C2CC(O)C(CO)O2)c(=O)n(Cc2ccccc2)c1=O (stereo not given)
  HKDC1 inh = -5
  PfGluPho inh = 11
  ATG4B inh = -4

CCOc1cc(/C=C(/C#N)C(=O)Nc2ccc(OC)cc2)ccc1OCc1ccc(C(=O)O)cc1
  HKDC1 inh = 8
  PfGluPho inh = -21
  ATG4B inh = 4

O=C(c1ccccn1)N1CC=C(c2ccccc2)CC1
  HKDC1 inh = -3
  PfGluPho inh = 11
  ATG4B inh = -13

COc1cc(CCC(=O)N2CCN(c3ccccc3Cl)CC2)cc(OC)c1OC
  HKDC1 inh = -6
  PfGluPho inh = 4
  ATG4B inh = -9

Cc1[nH][nH]c(=O)c1C(c1ccc(-c2ccccc2C(=O)O)o1)c1c(C)[nH][nH]c1=O
  HKDC1 inh = -2
  PfGluPho inh = 27
  ATG4B inh = -4

O=S(=O)(Nc1cccnc1)c1cccnc1
  HKDC1 inh = -6
  PfGluPho inh = -22
  ATG4B inh = 7

NCC1CCN(c2nc3ccccc3c3c2CCCC3)CC1
  HKDC1 inh = -11
  PfGluPho inh = -7
  ATG4B inh = 8

CC(O)C(NS(=O)(=O)c1ccc2ccccc2c1)C(=O)OCC(=O)Nc1ccccc1OC(F)F (stereo not given)
  HKDC1 inh = -4
  PfGluPho inh = 12
  ATG4B inh = -15

COc1ccc(C(=O)C2CC2)cc1
  HKDC1 inh = -2
  PfGluPho inh = -25
  ATG4B inh = 4

O=C1NC(c2cccc(OCc3ccccc3)c2)Nc2ccccc21 (stereo not given)
  HKDC1 inh = -2
  PfGluPho inh = 11
  ATG4B inh = 4

O=[N+]([O-])c1cccc(/C([O-])=C(/C(=S)Nc2cccc3ccccc23)[n+]2ccccc2)c1
  HKDC1 inh = 6
  PfGluPho inh = 30
  ATG4B inh = -11

CCOC(=O)C1CCN(C(=O)COC(=O)c2cccc(NS(=O)(=O)c3ccccc3)c2)CC1
  HKDC1 inh = -3
  PfGluPho inh = 17
  ATG4B inh = -8

NC(=S)NN=C1Cc2cccc3cccc1c23
  HKDC1 inh = -3
  PfGluPho inh = 0
  ATG4B inh = -3

S=C(Nc1ccc2nsnc2c1)N1CCCCC1
  HKDC1 inh = 2
  PfGluPho inh = -19
  ATG4B inh = 3

O=C(CCc1ccccc1)Nc1ccccc1OC(=O)c1ccccc1
  HKDC1 inh = -4
  PfGluPho inh = -11
  ATG4B inh = 2

O=C1C(O)CCN1C1CCCCC1 (stereo not given)
  HKDC1 inh = -9
  PfGluPho inh = -5
  ATG4B inh = -9

O=[N+]([O-])c1ccc2nc[nH]c2c1
  HKDC1 inh = 3
  PfGluPho inh = -8
  ATG4B inh = -4

Cc1ccc(NC(=O)c2ncn(CCCNCc3ccccn3)n2)cc1C
  HKDC1 inh = -3
  PfGluPho inh = -9
  ATG4B inh = 1

COc1cccc(C(=O)NNC(=O)c2ccc3ccccc3c2)c1
  HKDC1 inh = -4
  PfGluPho inh = -17
  ATG4B inh = -11

O=c1[nH]c(=O)n(CCCc2ccccc2)cc1-c1ccccc1
  HKDC1 inh = -2
  PfGluPho inh = -6
  ATG4B inh = 2

O=C1[C@@H]2[C@@H](CN3CN(c4ccccc4)N=C(c4ccccc4)[C@@]23c2ccccc2)C(=O)N1c1ccccc1
  HKDC1 inh = -4
  PfGluPho inh = -4
  ATG4B inh = -9

Four compounds already listed, sorted by the number in ATG4B inh, descending.
S=C(Nc1ccc2nsnc2c1)N1CCCCC1
  HKDC1 inh = 2
  PfGluPho inh = -19
  ATG4B inh = 3

O=C1NC(=O)C2(CCCCCCC2)N1
  HKDC1 inh = -5
  PfGluPho inh = -7
  ATG4B inh = 2

Cc1cn(C2CC(O)C(CO)O2)c(=O)n(Cc2ccccc2)c1=O (stereo not given)
  HKDC1 inh = -5
  PfGluPho inh = 11
  ATG4B inh = -4

CCOC(=O)C1CCN(C(=O)COC(=O)c2cccc(NS(=O)(=O)c3ccccc3)c2)CC1
  HKDC1 inh = -3
  PfGluPho inh = 17
  ATG4B inh = -8

(further entries)
Cc1ccc(-c2csc(NC(=O)CSc3nc4ccccc4[nH]3)n2)cc1
  HKDC1 inh = -3
  PfGluPho inh = 5
  ATG4B inh = -7

Cc1cccc(OCC(=O)Nc2ccccc2-c2ccccc2)c1
  HKDC1 inh = -4
  PfGluPho inh = 2
  ATG4B inh = 45*

c1cnc2ccc3c(c2c1)COCO3
  HKDC1 inh = 0
  PfGluPho inh = 11
  ATG4B inh = -2

COc1ccc(S(=O)(=O)N(CCCN2CCCC2=O)Cc2cc3cc(C)c(C)cc3[nH]c2=O)cc1
  HKDC1 inh = 0
  PfGluPho inh = -2
  ATG4B inh = -12

CCN(C(=O)COC(=O)CSc1ccc(C)cc1C)c1c(N)n(Cc2ccccc2)c(=O)[nH]c1=O
  HKDC1 inh = -9
  PfGluPho inh = 24
  ATG4B inh = 5

CCN(CC(=O)Nc1ccccc1C(F)(F)F)C(=O)CN1C(=O)NC(C)(c2ccc3ccccc3c2)C1=O (stereo not given)
  HKDC1 inh = -6
  PfGluPho inh = 17
  ATG4B inh = -36

N#CCCN1CCN(CCC#N)c2ccccc21
  HKDC1 inh = -6
  PfGluPho inh = 29
  ATG4B inh = -6

O=C1c2ccccc2C(=O)N1CCC(=O)N1CCc2ccccc21
  HKDC1 inh = -16
  PfGluPho inh = -1
  ATG4B inh = 5

FC(F)(F)c1ccc(-c2cccc3c2C2CC3CCN2Cc2ccccc2)cc1 (stereo not given)
  HKDC1 inh = 0
  PfGluPho inh = -6
  ATG4B inh = 5

CCCn1c(SCC(=O)c2ccc3c(c2)OCCO3)nc2c1c(=O)n(C)c(=O)n2C
  HKDC1 inh = -12
  PfGluPho inh = 10
  ATG4B inh = 3

ATG4B inh, entries above that show a hit
Cc1cccc(OCC(=O)Nc2ccccc2-c2ccccc2)c1
  HKDC1 inh = -4
  PfGluPho inh = 2
  ATG4B inh = 45*

More records:
COc1cc(/C=C2/SC(=S)N(Cc3ccccc3)C2=O)cc(Cl)c1O
  HKDC1 inh = 7
  PfGluPho inh = -101
  ATG4B inh = 26

O=C1CCC/C1=c1\s/c(=C/c2cccnc2)c(=O)n1-c1ccccc1
  HKDC1 inh = -2
  PfGluPho inh = 16
  ATG4B inh = -8

CCOC(=O)CCN(C(=O)Nc1ccccc1)C1CCCCC1
  HKDC1 inh = -10
  PfGluPho inh = 5
  ATG4B inh = -15

CCN1/C(=C/c2sc(-c3ccccc3C)c[n+]2C)Sc2ccccc21
  HKDC1 inh = -14
  PfGluPho inh = 15
  ATG4B inh = 3

CCOC(=O)c1cnc(Nc2nc3ccccc3o2)nc1CN1CCN(C)CC1
  HKDC1 inh = -4
  PfGluPho inh = 2
  ATG4B inh = -10

O=C(NCCNC(=O)Nc1ccc(Cl)cc1)Nc1ccc(Cl)cc1
  HKDC1 inh = -5
  PfGluPho inh = 2
  ATG4B inh = -7

O=C1CCC(NC(=O)c2ccccc2)C(=O)N1 (stereo not given)
  HKDC1 inh = -3
  PfGluPho inh = -14
  ATG4B inh = -1

CCCC(=O)N1CCCC(C(=O)c2cccc(OC(C)C)c2)C1 (stereo not given)
  HKDC1 inh = -2
  PfGluPho inh = -13
  ATG4B inh = 20

Some of these compounds in order of molar mass, high to low:
CCN1/C(=C/c2sc(-c3ccccc3C)c[n+]2C)Sc2ccccc21
  HKDC1 inh = -14
  PfGluPho inh = 15
  ATG4B inh = 3

CCOC(=O)CCN(C(=O)Nc1ccccc1)C1CCCCC1
  HKDC1 inh = -10
  PfGluPho inh = 5
  ATG4B inh = -15

CCCC(=O)N1CCCC(C(=O)c2cccc(OC(C)C)c2)C1 (stereo not given)
  HKDC1 inh = -2
  PfGluPho inh = -13
  ATG4B inh = 20

O=C1CCC(NC(=O)c2ccccc2)C(=O)N1 (stereo not given)
  HKDC1 inh = -3
  PfGluPho inh = -14
  ATG4B inh = -1
